Assay outcomes from PubChem BioAssay.
CRFBP-R2 agonist: agonists of human CRF-binding protein/CRF-R2 receptor complex; HEK293 CRF-R2/CRF-BP, calcium dye fluorescence (FLIPR); percent of saturating CRF peptide response; activation, % at 13.2 µM; 350,000 compounds, 0.46% hits; AID 588473;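 active means activation of at least 50%, plus an integration ratio under a set limit after plate pattern correction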;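 further: plate controls were neutral control wells without compound for no effect and CRF at EC100 for full effect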
MEKK3 PB1 HTS: MEKK3-MEK5 PB1 interaction, increase or decrease; binding response (% of control), % at 10 µM; bead-based flow cytometry, Alexa488-MEK5 binding to MEKK3; actives lie on both sides; 0 = blocked by unlabeled MEK5, 100 = vehicle; AID 1529; Q99759; 290,000 compounds, 1.4% hits;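 active means binding response more than 3 SD above or below the average of its plate-row segment, actives on both sides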;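 further: Alexa488 bead fluorescence after subtracting the streptavidin-only scavenger bead signal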
IDE cell inh: inhibits human insulin-degrading enzyme in HEK cells. inhibition, % at 5.59 µM. 320,000 compounds, 0.41% hits. P14735. AID 434962. FAbetaB cleavage, fluorescence polarization;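 active means percent inhibition above the average of all tested compounds plus 3 SD, set per screening campaign, cut at about 16% in these data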;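 further: IDE supplied by intact live HEK cells; FP after avidin binding of uncleaved biotin substrate so inhibition keeps polarization high; 0% = DMSO wells and 100% = 60 µM reference IDE inhibitor Ii1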
PHOSPHO1 block: inhibitors of human PHOSPHO1 phosphatase; AID 1565; 290,000 compounds, 1.1% hits; Q8TCT1; recombinant PHOSPHO1, absorbance phosphatase assay; inhibition, % at 13.3 µM; in the data active means inhibition above about 60%
Target sequence (Q8TCT1 whole entry, looked up): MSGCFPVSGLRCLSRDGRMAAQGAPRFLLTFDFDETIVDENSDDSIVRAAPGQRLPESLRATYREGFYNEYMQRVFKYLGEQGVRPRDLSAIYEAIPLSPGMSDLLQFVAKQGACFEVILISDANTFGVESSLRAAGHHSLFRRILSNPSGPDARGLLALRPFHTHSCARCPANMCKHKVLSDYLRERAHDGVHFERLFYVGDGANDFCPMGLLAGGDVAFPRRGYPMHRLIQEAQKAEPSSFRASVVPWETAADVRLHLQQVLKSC
IDE cell activ: boosts human insulin-degrading enzyme activity in HEK cells | P14735 | FAbeta-B cleavage, fluorescence polarization; 0% vehicle, 100% cell-free pure enzyme wells | activation, % at 5.96 µM | 340,000 compounds, 0.073% hits | AID 493087;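 active means activation above the mean of all tested compounds plus 3 SD, set per screening campaign, cut at about 17% in these data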
GalR3 antagonist: blocks the human galanin receptor 3; HEK293 GalR3-CNG cAMP membrane potential fluorescence; galR3 body fused to GalR1 C-terminus; inhibition, % at 3 µM; 360,000 compounds, 0.44% hits; AID 651719;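 active means inhibition above the screen-wide average plus 3 SD, cut at about 13% in these data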;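 further: forskolin and galanin both at EC90 stimulate the cells; cAMP rise reported by CNG channel membrane potential dye signal; 0% = forskolin plus galanin with DMSO and 100% = forskolin alone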
Target sequence (O60755 1-299 limits assumed): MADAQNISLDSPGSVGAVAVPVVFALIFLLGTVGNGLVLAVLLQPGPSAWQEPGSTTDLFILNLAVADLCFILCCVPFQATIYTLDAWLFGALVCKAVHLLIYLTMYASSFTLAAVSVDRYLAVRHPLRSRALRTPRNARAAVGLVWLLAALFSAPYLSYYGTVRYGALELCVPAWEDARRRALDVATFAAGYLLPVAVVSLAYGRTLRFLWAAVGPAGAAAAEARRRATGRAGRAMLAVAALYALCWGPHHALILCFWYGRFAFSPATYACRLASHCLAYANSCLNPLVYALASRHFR
CHRM4 PAM: positive allosteric modulators of human muscarinic M4 receptor. CHO-K1 hM4/Gqi5, Fluo-8 calcium fluorescence, ACh EC20; 0% = ACh EC20, 100% = maximal ACh. 360,000 compounds, 0.4% hits. activation, % at 3 µM. P08173;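 active means activation above its plate's cutoff, the mean activation of sample wells plus 3 SD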; further: some results filed as inactive read as strong as hits
Target sequence (P08173 whole entry, looked up): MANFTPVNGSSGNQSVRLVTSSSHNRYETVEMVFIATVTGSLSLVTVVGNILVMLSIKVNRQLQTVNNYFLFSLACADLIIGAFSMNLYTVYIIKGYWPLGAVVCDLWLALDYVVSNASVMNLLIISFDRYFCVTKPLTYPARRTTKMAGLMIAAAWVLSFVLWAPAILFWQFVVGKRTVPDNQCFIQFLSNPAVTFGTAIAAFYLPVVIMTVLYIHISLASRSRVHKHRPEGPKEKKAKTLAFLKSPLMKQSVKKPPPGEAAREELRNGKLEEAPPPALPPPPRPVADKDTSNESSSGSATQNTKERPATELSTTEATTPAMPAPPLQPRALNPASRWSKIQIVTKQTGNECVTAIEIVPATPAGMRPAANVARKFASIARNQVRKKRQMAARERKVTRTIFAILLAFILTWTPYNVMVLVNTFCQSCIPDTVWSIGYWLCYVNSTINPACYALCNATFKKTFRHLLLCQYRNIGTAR
p-CIP stab down: compounds decreasing mouse p/CIP protein stability; Q05BA5; F442A p/CIP-EGFP cells, EGFP fluorescence, 16 h; decrease of EGFP signal, % at 10 µM; 290,000 compounds, 0.01% hits; AID 1984;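 active means EGFP signal decrease of at least 30% at 10 µM or well 3 SD below plate mean, unless failing retest; inactive means the rest, including hits failing retest or dose response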; further: some compounds called inactive have numbers as strong as hits; many of its hits are not listed in these tables
CRFR2-BP antag: CRF-BP/CRF-R2 complex antagonism; HEK293 CRF-R2/CRF-BP, CRF-induced calcium fluorescence; inhibition, % at 11.8 µM; AID 588475; 350,000 compounds, 0.59% hits;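 active means inhibition of the ligand-induced calcium signal above about 50% at the single tested concentration, limit read from the data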
* hit, by the source's call; · = not tested or not shown.

CHRM4 PAM	MEKK3 PB1 HTS	IDE cell inh	PHOSPHO1 block	CRFR2-BP antag	CRFBP-R2 agonist	IDE cell activ	GalR3 antagonist	p-CIP stab down	structure
16	103	4	23	15	0.1	8	4	-5	CCOC(=O)CSc1nc(-c2ccc3c(c2)OCO3)ccc1C#N
3	·	3	·	4	-0.5	6	-5	·	Cc1nnc(SCC(=O)NNC(=O)c2ccc(F)cc2)n1Cc1ccccc1
3	·	·	·	3	12	·	-7	·	CN1OC[C@@H]2CN(S(=O)(=O)c3cccc(C(F)(F)F)c3)[C@H](c3ccc(-c4cc5ccccc5o4)cc3)C[C@@H]21
10	·	·	·	3	-0.7	·	-3	·	Cc1cnc(N)nc1-c1ccccc1
10	103	1	14	19	1.6	-2	0	-5	O=C(O)c1n[nH]c2ccccc12
0	104	7	-5	13	1.3	4	·	-1	Clc1cccc(CSC2=NCCCN2)c1
8	101	6	10	-2	0.1	0	-6	-8	CC(C)CN1CCC(=O)N([C@H](CN=[N+]=[N-])Cc2ccccc2)CC1
10	·	4	·	8	3.8	5	-5	·	O=C(CC1SC(N2CCOCC2)=NC1=O)Nc1ccccc1Cl (stereo unspecified)
15	·	-4	·	2	0.6	7	1	·	O=C(C1CC1)N1CCN(Cc2ccccc2)CC1
9	105	1	-13	-1	6.6	-1	-4	-9	O=C1CC(C2CCCO2)C(=O)N1c1ccccc1 (stereo unspecified)
3	98	8	-3	7	6.2	0	-2	-17	CC(C)C(NC(=O)c1cccc(S(=O)(=O)N2CCOCC2)c1)C(=O)NCCc1ccccn1 (stereo unspecified)
-11	93	0	29	2	-0.9	2	-8	-12	CCOC(=O)Cc1csc(NC(=O)CCCCCN2C(=O)c3ccccc3C2=O)n1
4	·	·	·	21	0.0	-4	-5	·	O=C(CCNC(=O)c1ccc(Cl)cc1)NCc1ccccc1Cl
-8	98	-1	-12	-21	0.8	-1	-13	11	CC(C)CCNCC(O)CON=C1c2ccccc2-c2ccccc21 (stereo unspecified)
19	91	3	·	0	-6.1	5	-4	·	O=C1c2ccccc2S(=O)(=O)c2cc(C(=O)N3CCN(c4c(Cl)cncc4Cl)CC3)ccc21
18	101	0	-59	-6	1.1	-2	-2	2	O=[N+]([O-])c1cc(Cl)ccc1-c1nc(-c2ccncc2)no1
4	110	-8	-1	7	-0.6	-1	0	-13	O=C(CN(Cc1ccc2c(c1)OCO2)C(=O)CNS(=O)(=O)c1ccccc1)NCc1ccco1
1	98	9	-16	2	-0.1	-5	-5	-7	COc1ccc(-n2c(SCC#N)nnc2-c2cccnc2)cc1
-2	107	-1	6	22	1.6	3	-11	-7	COc1ccccc1NC(=O)CC(c1ccc(OC(C)C)cc1)c1ccccc1OC (stereo unspecified)
9	109	4	7	13	-0.4	3	-3	2	COc1ccc(CCNC(=O)C2CCN(S(=O)(=O)c3cc(OC)ccc3OC)CC2)cc1
2	·	-4	·	-2	-0.8	1	-6	·	COc1ccc(NC(=O)CCc2ccccc2)cc1S(=O)(=O)N1CCOCC1
-10	83	-1	28	-12	-1.1	2	0	0	COc1cccc(/C=N/NC(=O)CNC(=O)c2ccco2)c1O
1	102	4	18	-13	0.1	1	-4	4	CC(=O)c1cccc(NC(=O)C2CCN(C(=O)c3ccccc3Cl)CC2)c1
2	148*	-2	7	-66	8.6	1	-5	-6	Cc1cc(Cl)ccc1OCC(=O)NC(=S)Nc1ccccc1N1CCOCC1
11	100	-2	3	-2	0.7	1	0	-1	CCOc1ccc(N(CC(N)=O)S(=O)(=O)c2ccc(F)cc2)cc1
3	104	1	28	-12	0.8	5	1	-4	COc1ccc(N(Cc2cc3cccc(C)c3[nH]c2=O)S(=O)(=O)c2ccc(Cl)cc2)cc1
13	101	-1	6	6	-0.6	5	-8	-16	COc1cccc(OC)c1NC(=O)CN1CCN(C)CC1
-10	96	0	-22	-4	-3.5	2	1	-10	CCOc1ccc(N/C(SCc2cccc([N+](=O)[O-])c2)=C(/C#N)C(N)=O)cc1
-2	97	0	43	10	-0.7	4	-1	-18	O=C(CSc1ncnc2c1nnn2Cc1ccccc1)NC1CCCCC1
15	·	3	·	4	-0.6	2	-3	·	CC1CCCC(NC(=O)COC(=O)c2cccnc2Cl)C1C (stereo unspecified)
-8	102	-3	14	1	1.6	1	-7	-9	Cc1ccc(-n2c(C(C)C)nc3oc4ccccc4c(=O)c3c2=O)cc1
-1	91	-7	27	-22	-1.4	2	-4	-5	COc1ccc(N2CCN(C(=O)c3ccc(Br)cc3)CC2)c([N+](=O)[O-])c1
1	95	4	24	6	0.2	1	0	-6	CCCN1CCN(CCCNC(=O)CN2C(=O)COc3ccccc32)CC1
-1	109	1	40	4	-0.2	-2	-1	-12	CC(=O)Nc1ccc(NC(=O)C2CC(=O)N(C(C)C)C2)cc1 (stereo unspecified)
-3	106	-1	4	12	-0.1	-6	-3	3	CC(C)CCNc1nc2c(cc1C#N)COC(C)(C)C2
5	101	0	0	20	-1.6	0	13*	3	CC(=O)Nc1ccc(S(=O)(=O)NCC(=O)OCC(=O)N2CCc3ccccc32)cc1
14	106	5	-5	-14	-1.4	-1	-4	5	COc1ccc(-n2ncc3c(N4CCC(C(N)=O)CC4)ncnc32)cc1
-20	104	9	23	-1	8.2	-3	-5	-8	O=C(Nc1cccc2ccccc12)c1ccc(OC(=S)N2CCOCC2)cc1
3	·	-3	·	-8	1.7	3	-2	·	CC1CCCC(C)N1C(=O)COC(=O)c1cc(S(=O)(=O)N2CCOCC2)ccc1Cl (stereo unspecified)
1	88	7	9	-2	-1.8	2	2	-9	CCn1cc(/C=C/C(=O)Nc2c(C)nn(Cc3ccccc3)c2C)cn1

Quoted at random: five entries already listed
CHRM4 PAM	MEKK3 PB1 HTS	IDE cell inh	PHOSPHO1 block	CRFR2-BP antag	CRFBP-R2 agonist	IDE cell activ	GalR3 antagonist	p-CIP stab down	structure
-11	93	0	29	2	-0.9	2	-8	-12	CCOC(=O)Cc1csc(NC(=O)CCCCCN2C(=O)c3ccccc3C2=O)n1
1	102	4	18	-13	0.1	1	-4	4	CC(=O)c1cccc(NC(=O)C2CCN(C(=O)c3ccccc3Cl)CC2)c1
3	98	8	-3	7	6.2	0	-2	-17	CC(C)C(NC(=O)c1cccc(S(=O)(=O)N2CCOCC2)c1)C(=O)NCCc1ccccn1 (stereo unspecified)
18	101	0	-59	-6	1.1	-2	-2	2	O=[N+]([O-])c1cc(Cl)ccc1-c1nc(-c2ccncc2)no1
-1	91	-7	27	-22	-1.4	2	-4	-5	COc1ccc(N2CCN(C(=O)c3ccc(Br)cc3)CC2)c([N+](=O)[O-])c1

Remaining list, next part.
CHRM4 PAM	MEKK3 PB1 HTS	IDE cell inh	PHOSPHO1 block	CRFR2-BP antag	CRFBP-R2 agonist	IDE cell activ	GalR3 antagonist	p-CIP stab down	structure
-1	107	3	40	12	-0.2	3	-7	-8	CC(=O)Oc1ccc(/C=N/NC2=NS(=O)(=O)c3ccccc32)cc1
5	96	-3	-1	9	0.1	-4	3	-3	CC(C)CCNC(=O)CCCC1=NS(=O)(=O)c2ccccc2N1
6	·	·	·	-3	-1.3	·	-4	·	Cc1ccc(NC(=O)c2ncn(CCCNCC3CCCCC3)n2)cc1C
10	102	2	32	12	7.5	2	-3	-58	NC(=O)C1CCCN(C(=O)c2ccc3oc(Cc4ccc(Cl)cc4)nc3c2)C1 (stereo unspecified)
4	114	2	1	23	2.5	-6	-3	-6	O=C(O)C(c1ccccc1)N1CCCCC1 (stereo unspecified)
·	103	-1	4	·	·	·	·	-7	COc1ccc(C2c3c(ccc4ccccc34)Oc3ncn4nc(Cc5ccc(OC)c(OC)c5)nc4c32)cc1 (stereo unspecified)
3	95	2	-5	-7	0.3	0	-5	9	Cc1ccnc(N=Cc2nc(-c3ccccc3Br)oc2O)c1
-1	·	0	·	1	-0.6	-1	-7	·	COc1ccc(S(=O)(=O)N2CCOCC2)cc1NC(=O)c1cccs1
-7	97	-8	24	5	-0.2	3	-3	-95	NS(=O)(=O)c1ccc(CNC(=S)NC2CCCCC2)cc1
-9	106	4	14	-9	-0.5	3	11	1	CN(C)S(=O)(=O)N1CCc2ccc(NC(=O)c3ccc(C(F)(F)F)cc3)cc2C1
3	·	·	·	17	-0.3	4	-5	·	O=C(NN=Cc1cc(=O)[nH]c(=O)[nH]1)c1ccncc1
-7	·	3	·	8	-3.4	3	-5	·	O=C(Nc1cccc(S(=O)(=O)NCc2ccco2)c1)c1ccc(Cl)cc1
14	102	7	0	-12	0.8	2	4	-14	COc1ccc(CCNC(=O)CCS(=O)(=O)c2ccc(C)cc2)cc1OC
30*	101	6	32	15	-2.9	6	-3	-12	CC1CCCCN1C(=O)CSc1nnc(-c2ccco2)n1CC1CCCO1 (stereo unspecified)
7	105	4	27	3	-0.7	2	-1	-8	COc1ncccc1C(=O)N1CCCC(N2CCN(c3cccc(Cl)c3)CC2)C1 (stereo unspecified)
-2	102	4	-14	-11	1.1	1	0	6	Cc1cc(Cl)ccc1Oc1ccc(C(N)=O)cc1[N+](=O)[O-]
1	102	2	28	-4	0.8	-2	-9	-5	COc1cc2c(cc1OC)CN(C(=O)Cc1ccccc1)CC2
0	·	·	·	-15	1.5	2	-5	·	O=C(NN=Cc1ccccc1Cl)c1cccc2ccccc12
11	100	-2	41	-6	0.1	-5	-3	-3	O=C(NCCc1nnc2ccc(SCC(=O)N3CCCC3)nn12)c1ccc(F)cc1
0	103	-3	·	1	-0.5	7	0	2	COC(=O)c1sccc1NC(=O)c1ccc(C)cc1
-6	111	3	17	4	-1.2	5	3	-32	Cc1ccc(C)c(SCC(=O)OCC(=O)N2CC(C)OC(C)C2)c1 (stereo unspecified)
3	·	·	·	-20	0.9	·	-1	·	Cc1nc2ccccn2c(=O)c1NC(=O)COc1ccccc1
3	103	1	25	-15	-6.2	-1	-7	-19	CCOC(=O)c1c(-c2ccco2)csc1NC(=O)CSc1nnc(N)s1
-12	99	-6	28	9	-0.9	2	-4	4	COc1ccc(-c2noc(CN3CCCC(OCc4ccccn4)C3)n2)cc1 (stereo unspecified)
4	91	4	8	7	-1.1	0	-2	-6	CCOC(=O)Cc1nc(-c2ccccc2)n[nH]1
-5	105	1	-6	14	-0.4	3	-6	-2	CN(CC(=O)Nc1ccccc1Cl)C(=O)CSc1ncc(C(F)(F)F)cc1Cl
1	93	·	13	-28	2.0	5	-8	-21	Cc1nc(N2CCN(S(=O)(=O)c3ccccc3)CC2)c2c3c(sc2n1)CC(C)CC3 (stereo unspecified)
-3	·	·	·	7	4.4	-2	-4	·	O=C1/C(=C\c2ccccc2)CCC/C1=C/c1ccccc1
-1	·	2	·	0	-1.1	1	-4	·	COc1ccc(NC(=O)CN(C)C(=O)c2cc(CN3C(=O)c4ccccc4C3=O)ccc2OC)cc1
7	·	·	·	-53	10	4	-7	·	Cc1ccc(NCCN(C)C)c2c(=O)c3cc(O)ccc3sc12
-7	95	6	10	-7	0.4	6	3	2	COc1ccc(C2(c3ccc(OC)cc3)NC(=O)N(CC(=O)N(C)c3ccccc3)C2=O)cc1
4	102	-2	22	-6	-1.5	3	-5	0	COCC(C)NC(=O)c1noc2c1CCc1cc(OC)ccc1-2 (stereo unspecified)
-1	87	5	-4	-11	0.2	-2	4	-1	Cc1cccc(NC(=O)CSc2nc(N)cc(N)n2)c1
-5	103	-3	23	-1	-3.2	4	-12	-15	Cc1ccc(/C=N/Nc2ccc(F)cc2)s1
3	90	-1	0	19	-0.8	5	-5	2	COc1ccc(Nc2c(C)cccc2C)cc1
